Assay outcomes deposited in PubChem by several laboratories.
MT1-MMP act inh = blocks activation of human MT1-MMP; P50281; HT1080 RFP-PRO-GFP cells, GFP/RFP ratio fluorescence, overnight; percent of plate control window, DMSO zero; GFP/RFP ratio change, % at 20 µM; 360,000 tested, 0.061% active; AID 651647;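 active means GFP/RFP ratio change of at least 30% with cell ATP level not reduced by more than half and red fluorescence within 50% of control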; further: strong numbers were not always called active
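system = RFP-PRO-GFP reporter HT1080 cells | dosing = 20 µM single dose, 1% DMSO | timing = overnight cell settling, then overnight compound exposure, 37 °C, 5% CO2 | read-out basis = GFP/RFP fluorescence ratio | controls = DMSO and RFP-L50D-GFP cell wells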
FAS-TE inh = blocks the thioesterase domain of human fatty acid synthase; recombinant FAS-TE, OMFH fluorogenic substrate, fluorescence endpoint; inhibition, % at 15 µM; 360,000 tested, 0.67% active; AID 602261; P49327;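 active means compounds whose normalised, plate-corrected inhibition of enzyme fluorescence in the single-dose primary screen is 50% or more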;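 further: 0% = DMSO with enzyme and 100% = substrate without enzyme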
SKN-1 inh = blocks SKN-1 activity in C. elegans | C. elegans VP596 Pgst-4::GFP/RFP ratio, acrylamide-induced, 24 h | inhibition, % at 21.8 µM | 360,000 tested, 0.49% active;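 active means interference check ratio from 0.5 to 1.5 plus GFP to RFP signal ratio inhibition reaching or exceeding a fixed threshold, cut at about 30% in these data, passing the limit was not always enough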; further: some compounds called inactive have numbers as strong as hits
PABP1 MLLE inh = inhibitors of microRNA-mediated deadenylation, human PABP1 MLLE binding. P11940. GST-MLLE / FITC-PAM2 fluorescence polarization. inhibition, % at 20 µM. 360,000 tested, 0.36% active; in the data active means inhibition above about 35%, passing the limit was not always enough;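 further: plate controls were DMSO wells with GST-MLLE for no effect and wells lacking GST-MLLE protein for full effect; some results filed as inactive read as strong as hits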
Target sequence (P11940 whole entry, looked up): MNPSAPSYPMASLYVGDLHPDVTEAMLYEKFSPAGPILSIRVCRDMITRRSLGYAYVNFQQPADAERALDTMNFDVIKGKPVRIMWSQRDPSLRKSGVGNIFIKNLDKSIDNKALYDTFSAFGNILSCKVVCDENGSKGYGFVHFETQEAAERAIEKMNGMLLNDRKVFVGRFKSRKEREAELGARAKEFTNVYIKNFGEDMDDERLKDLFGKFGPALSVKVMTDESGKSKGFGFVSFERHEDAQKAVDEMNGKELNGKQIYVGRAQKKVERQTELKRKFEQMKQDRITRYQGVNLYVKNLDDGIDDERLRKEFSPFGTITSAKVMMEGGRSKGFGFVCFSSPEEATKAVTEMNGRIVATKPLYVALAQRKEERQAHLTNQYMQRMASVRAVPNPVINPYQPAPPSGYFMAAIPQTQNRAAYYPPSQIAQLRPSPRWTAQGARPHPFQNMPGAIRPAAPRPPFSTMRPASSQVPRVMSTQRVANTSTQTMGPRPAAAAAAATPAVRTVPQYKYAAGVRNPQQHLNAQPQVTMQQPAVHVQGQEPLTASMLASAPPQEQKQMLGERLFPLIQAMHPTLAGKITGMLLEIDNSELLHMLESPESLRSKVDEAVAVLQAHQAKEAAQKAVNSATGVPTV
Rin1-Abl PPI inh = blocks binding of human Rin1 to Abl; P00519+Q13671; TR-FRET Rin1/Abl binding, biochemical; 360,000 tested, 0.4% active; inhibition, % at 7.35 µM; AID 588664; in the data active means inhibition above about 5%, passing the limit was not always enough
NRP1-CendR mod = modulators of CendR peptide binding to human neuropilin-1 | FAM-RPARPAR peptide binding to NRP-1, fluorescence polarization | inhibition, % at 25 µM | 360,000 tested, 0.85% active | AID 602438;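 active means inhibition or corrected inhibition above about 18%, plus a signal ratio from 0.5 to 1.5, limit read from the data, passing the limit was not always enough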; further: strong numbers were not always called active
bovine MsrA act = activators of bovine methionine sulfoxide reductase A. activation, % at 10.6 µM. purified bovine MsrA, absorbance read-out. 360,000 tested, 0.3% active; in the data active means activation above about 7.5%;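 further: 0% = vehicle and 100% = reference activator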
eLon inh = E. coli protease La inhibition; P0A9M0; purified E. coli Lon protease, fluorescence polarization; inhibition, % at 7.94 µM; 360,000 tested, 0.42% active; AID 602123; in the data active means inhibition above about 13%, passing the limit was not always enough;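 further: 0% = enzyme with probe and DMSO and 100% = no enzyme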
Neddylation inh = inhibitors of human cullin neddylation. TR-FRET cullin neddylation, biochemical. P61081+Q13564. calls only at 25 µM. AID 651699. 360,000 tested, 0.58% active; in the data active means inhibition above about 36%
* hit, by the source's call; i = inactive; . = no result given.

Each structure is followed by: MT1-MMP act inh	FAS-TE inh	eLon inh	SKN-1 inh	PABP1 MLLE inh	Neddylation inh	bovine MsrA act	NRP1-CendR mod	Rin1-Abl PPI inh
1) CCSC(=Nc1ccccc1)Nc1ccccc1
  -1.7	4.9	6.2	3.3	-2.7	i	-2.5	-7.1	-3.3
2) O=C(O)c1ccccc1-c1ccccc1C(=O)Nc1ccccc1
  -3.9	-10.1	-9.5	12.2	-3.8	i	-6.8	-6.9	1.3
3) O=C(Cn1cnc2sc3c(c2c1=O)CCCC3)NCC(=O)Nc1c(F)cc(F)cc1Br
  0.0	2.8	-10.9	18.1	-12.7	i	-0.5	2.3	2.0
4) O=C(CN1CCN(c2cccc(C(F)(F)F)c2)CC1)Nc1ccc2c(c1)OCCCO2
  0.7	22.6	-4.3	-10.8	13.2	i	-0.9	-1.6	-0.5
5) O=C(Nc1ccnn1C1CCN(C(=O)c2ccc(Cl)c(F)c2)CC1)C1CCOC1 (stereo not drawn)
  -3.4	-6.6	2.4	-6.9	-6.7	i	-4.0	2.4	0.1
6) COC(=O)c1ccccc1NC(=O)NCc1ccco1
  1.9	-9.5	-3.0	-8.1	4.2	i	-11.8	10.4	-3.2
7) Cc1ccc(C)c(N2CCN(C(=O)C3CCCCN3S(=O)(=O)c3ccc(F)cc3)CC2)c1 (stereo not drawn)
  -22.0	29.1	-3.1	18.4	3.8	i	0.0	-3.9	0.0
8) CCSc1nnc(NC(=O)CSc2nnc(CNC(=O)c3ccc(OC)cc3)o2)s1
  0.2	-9.8	1.1	-1.7	-6.0	i	-9.6	12.9	-1.9
9) CCOC(=O)CC(NC(=O)c1cc2ccccc2oc1=O)c1cccc([N+](=O)[O-])c1 (stereo not drawn)
  -11.4	50.4*	-0.7	-6.1	5.5	i	-0.5	-3.6	-3.3
10) CCOc1ccc(-n2c(-c3ccco3)nc3c(cnn3-c3ccc(C)cc3)c2=O)cc1
  0.2	29.5	-2.9	-0.4	-0.9	i	-5.0	-9.1	-2.5
11) O=C(O)C1CCC(=O)N(C2CC2)C1c1ccccc1 (stereo not drawn)
  -5.6	-10.0	-5.5	5.7	3.3	i	-9.6	-5.3	3.4
12) Cc1cccc(NC(=S)NNC(=O)c2ccco2)c1
  -3.1	-6.8	-3.3	2.8	11.1	i	0.5	2.6	2.6
13) O=C(NCc1nc2ccccc2[nH]1)C1=C[C@@H](c2ccc(Br)cc2)C[C@@H](OCc2ccc(CO)cc2)O1
  7.8	14.2	3.7	0.0	9.6	i	-8.8	-7.1	4.9
14) COc1ccccc1/C=C/C(=O)NCC(=O)N/N=C(/C)c1ccc(Cl)cc1
  0.8	10.5	-2.7	-13.5	-12.5	i	-0.8	4.9	-1.9
15) O=C(c1ccc([N+](=O)[O-])cc1)N1CCN(C(=O)c2cccs2)CC1
  2.9	-5.9	-8.4	1.5	14.4	i	-4.9	-1.1	4.5
16) O=C(CC1(O)C(=O)Nc2ccc(Br)cc21)c1ccccc1 (stereo not drawn)
  5.9	-4.1	-0.7	21.9	-2.2	i	-0.8	-1.7	-4.8
17) CCOC(=O)C1(CCOC)CCN(Cc2ccncc2)CC1
  -5.6	-4.9	5.3	0.5	5.5	i	-2.6	14.4	3.0
18) CCOCCCNC(=O)c1ccc(OC)cc1
  -1.9	-7.4	0.3	-2.1	-9.8	i	-4.4	4.3	-0.4
19) Cc1cc(NC(=O)c2ccccc2C)ccc1NC(=O)c1ccccc1Cl
  0.1	-4.8	-0.8	10.6	5.1	i	-0.8	1.0	-0.8
20) O=C(O)CCC(=O)NNC(=O)COc1ccc2ccccc2c1Br
  4.4	-5.7	-4.1	0.9	5.9	i	-6.2	-2.3	-6.4
21) O=C(COC(=O)c1cc(=O)[nH]c2ccccc12)NCc1ccccc1
  2.7	-4.4	3.4	-7.7	-14.6	i	-2.2	-0.4	-1.0
22) CCOC(=O)C1=C(C#N)C(C(=O)OCC)c2ncccc21 (stereo not drawn)
  -4.8	0.2	-5.3	16.7	21.0	i	-13.1	-2.4	0.3
23) CN(CC(=O)Nc1ccc(N2CCOCC2)cc1)C(=O)COc1ccccc1F
  5.4	-3.6	-11.1	15.9	-8.2	i	0.1	-3.8	-4.3
24) CCOC(=O)c1c(C)[nH]c(NC(=O)NNC(=O)c2ccc(OC)cc2)c1C
  1.7	-7.9	-11.0	6.8	1.8	i	-3.4	12.2	-0.3
25) CN(C)S(=O)(=O)c1cc(NC(=O)CNCCN2CCOCC2)ccc1Cl
  1.2	-3.6	-13.8	-7.9	3.8	i	-5.0	-0.1	-0.8
26) CCCCN(Cc1ccco1)S(=O)(=O)c1c[nH]c(C(=O)OC)c1
  0.0	2.7	-5.2	16.8	8.6	i	1.4	-1.3	-0.6
27) CCC(=O)N1c2ccccc2NC2=C(C(=O)CC(c3ccco3)C2)C1c1ccco1 (stereo not drawn)
  0.0	-2.5	-3.7	14.6	-2.3	i	-4.5	-8.0	-1.3
28) CC(=O)c1ccc(NC(=O)NNS(=O)(=O)c2ccc(F)cc2)cc1
  -4.4	-5.0	3.8	0.7	7.0	i	-7.5	10.0	2.0
29) O=C(Cn1nc(C(=O)O)c2ccccc2c1=O)Nc1ccc2c(c1)OCO2
  -0.4	-4.8	0.5	0.9	4.0	i	-4.4	-3.0	-5.6
30) Cc1ccc(SC(C)C(=O)NC2CC2)cc1 (stereo not drawn)
  0.5	-6.1	-2.3	10.0	-9.5	i	-5.0	15.3	2.5

Single values from the list:
Result of compound 6 in Rin1-Abl PPI inh: -3.2
Result of compound 13 in SKN-1 inh: 0.0

(further entries)
Each structure is followed by: MT1-MMP act inh	FAS-TE inh	eLon inh	SKN-1 inh	PABP1 MLLE inh	Neddylation inh	bovine MsrA act	NRP1-CendR mod	Rin1-Abl PPI inh
31) c1ccc(-c2ncc(-c3ccn[nH]3)s2)cc1
  1.5	-0.8	-2.6	33.8	-7.9	.	-3.3	-0.6	-2.5
32) CCN1C(=O)[C@@H]2[C@@H]3CN(S(=O)(=O)c4ccccc4C)[C@@H](c4ccc(Cl)cc4)[C@@H]3C(=O)C[C@@H]2C1=O
  -1.4	3.7	8.4	2.4	7.5	i	-1.2	3.1	2.5
33) CCOC(=O)C1=C2c3cc(OC)c(OC)cc3CC(C)(C)N2C(=O)C1=O
  -2.6	-10.4	-10.3	-0.2	6.7	i	-1.6	2.0	-0.2
34) COC(=O)c1cc(C(=O)OC)cc(N2C(=O)CN=C2Nc2nc(C)cc(C)n2)c1
  1.1	-6.3	1.1	1.7	6.6	i	-11.4	14.1	1.8
35) COc1ccc(/C=C/C(=O)NCCCc2ccccc2)cc1OC
  0.1	-1.1	-0.9	1.0	1.2	i	-4.4	-3.9	-4.2
36) Cc1cc([N+](=O)[O-])cc2c1NC(c1ccccn1)C1CC=CC21 (stereo not drawn)
  1.7	1.2	-18.8	-1.6	10.8	i	2.5	5.3	-4.1
37) CCOC(=O)C1CCN(C(=O)c2cccc(S(=O)(=O)N(C)C3CCCCC3)c2)CC1
  6.1	1.4	1.6	6.6	5.1	i	-0.3	9.3	-1.7
38) O=C(Nc1ccc(C(=O)O)cc1)/C(=C\c1ccc([N+](=O)[O-])cc1)NC(=O)c1ccc(Br)cc1
  1.3	82.1*	7.0	1.0	3.6	i	-2.1	-1.0	-0.6
39) CC1CCCN(Cc2nc3c(c(=O)n(C)c(=O)n3C)n2CCCc2ccccc2)C1 (stereo not drawn)
  2.0	1.6	0.7	-8.1	12.1	i	-3.8	-9.2	-4.7
40) CCC(=O)Nc1ccc(C(=O)CSc2nnc(-c3cccnc3)o2)cc1
  -6.2	-3.8	-10.5	-23.4	-38.5	i	-7.5	-10.4	2.5
41) O=C(NCc1ccc2c(c1)OCO2)c1cccc2c1C(=O)N(C1CCCCC1)C2
  0.0	19.9	-13.8	-8.1	-10.1	i	-2.3	2.7	-0.6
42) COc1cc(OC)cc(-c2c(-c3cccs3)c3cc(Br)ccc3n2C)c1
  -3.8	12.8	15.9	6.1	-1.9	i	-2.8	3.5	4.4
43) O=C(c1ccccc1F)N1CCN(c2ccc([N+](=O)[O-])c3cccnc23)CC1
  -4.2	14.3	-0.8	13.4	0.9	i	-1.9	-4.9	-8.7
44) Cc1ccc(C(=O)NC(=S)NNC(=O)c2ccc([N+](=O)[O-])cc2)cc1
  0.5	12.3	-6.5	0.4	24.4	i	-11.9	-0.4	0.7
45) CSc1ccccc1C(=O)NCCc1ccc(S(=O)(=O)N2CCCCC2)cc1
  0.7	-4.3	-12.7	8.4	-0.1	i	-2.0	0.6	1.8
46) C=CCc1ccc(OCCOCCOc2ccccc2[N+](=O)[O-])c(OC)c1
  8.5	23.7	4.3	25.1	-1.6	i	-3.5	1.8	-0.3
47) CCCCCCCCNCCS(=O)(=O)NCc1ccccc1OC
  0.4	-5.3	-5.1	-15.9	-2.1	i	-0.2	17.4	-3.8
48) CCn1c(C)nc2cc(C(=O)NNC(=S)Nc3ccc(Cl)cc3Cl)ccc21
  2.8	-3.3	-8.2	-6.2	25.2	i	-3.3	0.8	0.8
49) CCOC(=O)c1sc(NC(=S)NC(=O)c2ccccc2Cl)c(C(=O)OCC)c1C
  3.6	13.7	0.1	-3.5	8.0	i	-12.5	0.6	-0.1
50) COc1nc(N)nc(NC(=O)c2cccs2)c1N=O
  4.3	0.1	2.4	11.5	32.2	i	-0.9	16.9	1.3
51) CN(C)S(=O)(=O)c1ccc(N2CCCC2)c(C(=O)Nc2ccc(N3CCOCC3)cc2)c1
  5.0	-4.7	-7.4	-1.7	8.9	i	-10.2	-3.3	-1.6
52) CN1CCc2c(sc(N)c2C(=O)c2ccc(Cl)cc2)C1
  -11.2	-14.8	-70.7	-3.4	-83.0	i	-4.0	-166.3	-2.9
53) CCOP(=O)(OCC)c1nc(-c2cccc3ccccc23)oc1NCCc1ccc(OC)cc1
  -22.1	27.9	3.2	20.0	-0.3	.	-1.6	-4.0	0.6
54) CNc1cncc(-c2ccc(O)cc2)n1
  -2.3	-10.4	9.9	9.9	-11.5	.	-2.2	-2.6	-3.0
55) CC(=O)c1ccc(OCC(O)CN(C)Cc2cccs2)cc1 (stereo not drawn)
  1.0	-12.4	-6.7	-17.2	4.5	i	-8.1	6.6	4.2
56) CCOC(=O)c1c(C)[nH]c(C)c1C=O
  -8.3	-3.2	5.5	3.4	14.0	i	-2.3	12.1	-2.9
57) CC(C)OC(=O)CSc1n[nH]c(-c2cccnc2)n1
  -8.7	-4.6	4.0	-6.0	-5.3	i	0.3	10.5	-0.7
58) CC(C)CCn1c(-c2nonc2N)nc2ccccc21
  -15.0	16.6	-4.0	-8.6	-5.6	i	-10.5	3.5	-2.6
59) COc1ccc(CCNC(N)=S)cc1OC
  4.0	-9.8	4.2	6.4	-99.9	i	3.5	-5.0	0.5
60) COc1ccc(CNc2ccc(C)c(C)c2)cc1
  2.5	-1.6	1.0	0.1	-1.3	i	2.2	8.5	-3.3
61) Cc1cc(C)n(S(=O)(=O)/C=C/c2ccccc2)n1
  -0.4	-8.0	-4.1	17.5	5.1	i	-0.8	-7.4	3.7
62) O=C(c1cccc(C(F)(F)F)c1)C1CCCN(C(=O)CCCn2cncn2)C1 (stereo not drawn)
  5.4	-6.7	-2.8	4.4	1.9	i	-4.6	-2.4	0.5
63) CCc1ccc(C(=O)CSc2nc3ccccc3c(=O)[nH]2)cc1
  3.2	-4.8	-0.1	5.6	3.5	i	-1.5	2.9	-0.5

Single records (already shown). Screens in order: MT1-MMP act inh	FAS-TE inh	eLon inh	SKN-1 inh	PABP1 MLLE inh	Neddylation inh	bovine MsrA act	NRP1-CendR mod	Rin1-Abl PPI inh
Profile of O=C(c1ccc([N+](=O)[O-])cc1)N1CCN(C(=O)c2cccs2)CC1 → 2.9	-5.9	-8.4	1.5	14.4	i	-4.9	-1.1	4.5
Profile of O=C(Nc1ccc(C(=O)O)cc1)/C(=C\c1ccc([N+](=O)[O-])cc1)NC(=O)c1ccc(Br)cc1 → 1.3	82.1*	7.0	1.0	3.6	i	-2.1	-1.0	-0.6

Rows are unselected; overall some 4% were active at least once.
